Compound activity (PubChem BioAssay)
CBFb-RUNX1 inh: qHTS Assay for Compounds Blocking the Interaction Between CBF-beta and RUNX1 for the Treatment of Acute Myeloid Leukemia; AlphaScreen CBFb-His/RUNX1-biotin binding, biochemical; Potency, µM (top dose mostly 59.8 µM), for the others: at the highest dose activity, negative = inhibition, usual class: inhibitors; 230,000 tested, under 10 active; AID 1477, 2009; note: % of control where 0% means no effect
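AlphaScreen proximity signal reports loss of binding between His-tagged CBF-beta and biotin-labelled RUNX1, each at 30 nM. Proteins are pre-associated for 20 minutes, compounds added for 15 minutes, then beads for 90 minutes, all at ambient temperature.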
IMPase Li cell: qHTS Assay for Identifying the Cell-Membrane Permeable IMPase Inhibitors: Potentiation with Lithium | Potency, µM (series often up to 59.4 µM), for the others: at the highest dose activity, negative = IMPase inhibition, usual class: inhibitors | CHO-M1 cells, IP1 TR-FRET (IP-One), carbachol + lithium | AID 1457, 2008 | 0.35% of 210,000 active;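 note: IP1 builds up when IMPase is blocked and the TR-FRET signal falls; potency is the fitted concentration of half-maximal effect; plate controls were basal vehicle for no effect and high inhibitor control for full effect; nearly all actives have a fitted effect of over 50% in size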
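Readout is a homogeneous TR-FRET IP1 immunoassay (Ex 320, Em 665 and 620), where raised cytosolic IP1 lowers signal. Cells were CHO-M1 treated 30 min at 37C with test compounds plus a little lithium; AC50 values came from Hill-equation fitting.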
NPSR antagonist: qHTS Assay for Antagonists of the Neuropeptide S Receptor: cAMP Signal Transduction | 1% of 220,000 active | AID 1461, 2008 | Potency, µM (top dose mostly 38.3 µM), without a hit: at the top dose activity change, negative = inhibition, usual class: inhibitors | Q6W5P4 | CHO-NPSR cells, cAMP TR-FRET, antagonist mode; note: potency is the fitted concentration of half-maximal effect; % is set by controls: 0 for no effect and ±100 for the full control effect; nearly all actives have a fitted effect of over 50% in size; many of its hits are not listed in these tables
Target sequence (Q6W5P4 whole entry, looked up): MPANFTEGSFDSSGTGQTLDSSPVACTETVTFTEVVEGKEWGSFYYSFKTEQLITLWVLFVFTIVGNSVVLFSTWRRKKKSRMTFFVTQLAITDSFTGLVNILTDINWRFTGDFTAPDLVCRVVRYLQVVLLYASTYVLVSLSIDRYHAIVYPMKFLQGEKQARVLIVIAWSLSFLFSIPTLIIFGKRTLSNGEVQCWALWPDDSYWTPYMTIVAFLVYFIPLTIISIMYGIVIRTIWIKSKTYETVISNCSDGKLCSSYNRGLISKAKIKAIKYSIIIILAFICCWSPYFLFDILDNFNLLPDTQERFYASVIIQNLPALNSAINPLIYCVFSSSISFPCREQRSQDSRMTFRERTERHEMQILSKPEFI
L3MBTL1 block: qHTS Assay for the Inhibitors of L3MBTL1; AlphaScreen L3MBTL1–H3K9me1 peptide binding; Potency, µM (top dose mostly 57.1 µM), for inactives: at the top dose activity, negative = inhibition, hits mostly inhibitors; 0.66% of 230,000 active; note: potency is the fitted concentration of half-maximal effect; % is set by controls: 0 for no effect and ±100 for the full control effect; nearly all actives have a fitted effect of over 60% in size
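L3MBTL1 (50 nM) pre-complexed 30 min with biotinylated H3(1-15)K9me1 peptide (75 nM), then compounds added for 30 min at room temperature; AlphaScreen streptavidin donor/nickel chelate acceptor beads (10 ug/mL final) read after 30 min dark incubation.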
Epigenetic derep: Quantitative High-Throughput Screen for Regulators of Epigenetic Control. murine LDR cells, GFP reporter derepression, 30 h. Potency, µM (titrated, usually from 53.9 µM), for the others: at the highest dose GFP activation, usual class: activators. 0.2% of 280,000 active. AID 1865, 2009; note: potency is the fitted concentration of half-maximal effect; % of control where 0% means no effect; nearly all actives have a fitted effect of over 60% in size
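Murine LDR cells bearing a silenced CMV-driven GFP reporter were exposed to compound for 30 h at 37 C. After PBS washes, GFP-positive cells (20-120 um objects) counted by laser-scanning microplate cytometry.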
KinaseGlo FLuc: Counterscreen for Luciferase (Kinase-Glo TM) Inhibition. Luciferin 4-monooxygenase (Photuris pensylvanica), Q27757. Kinase-Glo luciferase, ATP luminescence, 8 min. Potency, µM (doses to about 38.3 µM), without a hit: at the highest dose activity change, negative = inhibition, usual class: inhibitors. 0.28% of 200,000 active. AID 1379, 2008; note: potency is the fitted concentration of half-maximal effect; % is set by controls: 0 for no effect and ±100 for the full control effect; nearly all actives have a fitted effect of over 60% in size
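Compounds were added to a substrate mix at pH 7.2 (50 mM imidazole, 10 uM ATP, within the enzyme's linear range), followed by Kinase-Glo detection reagent; luminescence was measured after 8 minutes at ambient temperature.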
HTT aggregate: qHTS Multiplex Assay to Identify Dual Action Probes in a Cell Model of Huntington: Aggregate Formation (GFP); 1.1% of 220,000 active; PC12 HttQ103-GFP aggregates, Acumen cytometry, 40 h; Potency, µM (titrated, usually from 46.1 µM), inactives show at the highest dose activity change, negative = inhibition, usual class: inhibitors; AID 1688, 2009; note: potency is the fitted concentration of half-maximal effect; % is set by controls: 0 for no effect and ±100 for the full control effect; nearly all actives have a fitted effect of over 60% in size
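Huntingtin Q103 exon 1–GFP aggregates in induced PC12 cells (100 nM tebufenozide) were quantified by cytometry from lysates, with compounds dosed in titration.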
* marks the source's active call; other numbers are inactive results; ? = inconclusive; nt = not tested or not shown; & = joins results of further samples; [ ] = another dose, or the depositor's remark. Calls come from the whole dose curve; as a rule, active = well fitted curve in the direction sought with a large enough effect; inconclusive = small, poorly fitted or top-dose-only effect, or another doubt; inactive = no such curve, though single readings can be large; an effect the other way counts as inactive or inconclusive.

Sequence of screens: CBFb-RUNX1 inh, IMPase Li cell, NPSR antagonist, L3MBTL1 block, Epigenetic derep, KinaseGlo FLuc, HTT aggregate
[1] COCCn1nnnc1C1(N(Cc2cc3cc(C)ccc3[nH]c2=O)CC2CCCO2)CCN(C)CC1 (configuration not stated)
 : 4%, -16%[38.3 µM], -6%[46.1 µM], 0%, -6.7%, 13%, -9%
[2] Cc1nnc2n1N=C(c1ccc3c(c1)NC(=O)CO3)CS2
 : 6%, nt, 0%[7.67 µM], -9%, -1.4%, nt, -5%[9.22 µM]
[3] COc1cc(S(=O)(=O)N2CCOCC2)ccc1NC(=O)CN1c2cccc3cccc(c23)S1(=O)=O
 : -6%, 1%, -13%, -15%, 1.1%, -1%, 21%
[4] CNC(=O)c1c(Cl)cnn1-c1ccc(F)cc1
 : 4%, 4%, -17%, -11%, -1.2%, nt, -1%[9.22 µM]
[5] O=C(O)CN1C(=O)c2cccc(Oc3ccc(Cl)cc3)c2C1=O
 : 6%, -6%[38.3 µM], -19%[46.1 µM], 7%, 0.1%, 13%, 8%
[6] NC(=O)/C(=C/c1ccco1)C(N)=S
 : -28%, nt, -8%[7.67 µM], -23%, -1.4%, nt, -4%[9.22 µM]
[7] Cc1cc(C)n2nc(-c3ccco3)nc2n1
 : 0%, -13%, 26%, nt, -1.1%, -3%, -20%
[8] CNC(=O)C1=C(C)Nc2nc3ccccc3n2C1c1cccc(OC)c1 (configuration not stated)
 : -6%, 2%[38.3 µM], -7%[46.1 µM], nt, 0.7%, 0%, 20%
[9] Cc1nn(C)c(C)c1N=Cc1c(O)ccc2ccccc12
 : -5%, -6%[38.3 µM], 0%[46.1 µM], -10%, 11%, -8%, 2%
[10] Fc1ccc(-c2nnc(SCc3cccnc3)o2)cc1
 : 4%, 4%, 14%, 0%, 4.5%, -1%, -9%[9.22 µM]
[11] CC(=O)NCCc1nc2ccccc2n1CCOc1ccccc1C
 : 4%, nt, 16%, nt, -1.2%, nt, -19%[9.22 µM]
[12] CON(C)c1nc(OCCNC(=O)COc2ccc(Cl)cc2C)nc(N(C)C)n1
 : 7%, -2%[38.3 µM], -5%[46.1 µM], -1%, 2.9%, -3%, -7%
[13] Cc1cc(C)nc(NC(=O)CSc2nc3ccccc3s2)n1
 : 2%, -8%[38.3 µM], -6%[46.1 µM], nt, -1.5%, 5%, 1%[9.22 µM]
[14] COC(=O)C(CCSC)NC(=O)c1cc2c(n(-c3ccccc3)c1=O)CC(C)(C)CC2=O (configuration not stated)
 : -2%, -3%, -6%, 5%, 4.7%&1.9%, 1%, -5%
[15] Nc1nc(NCc2ccccc2)nc(Nc2cccc(F)c2)c1[N+](=O)[O-]
 : -3%, 5%[38.3 µM], -8%[46.1 µM], ?, 0.0%, 0%, 0%
[16] CC(=O)OCC(=O)[C@]1(O)C(OC(C)=O)CC2C3CCC4=CC(=O)C=C[C@@]4(C)[C@]3(F)C(O)C[C@]21C (some centres not stated)
 : 16%, 0%, nt, nt, -0.5%, 3%, nt
[17] O=C(NNC(=O)C1CCCO1)c1ccc(Cl)cc1 (configuration not stated)
 : -3%, 4%, 0%[46.1 µM], 0%, -7.0%, 2%, 14%
[18] Cc1cccc(NC(=S)NCC(c2cccnc2)N2CCOCC2)c1C (configuration not stated)
 : 2%, 0%, 18%, -5%, -1.1%, 1%, 7%
[19] COCCNC(=O)COc1ccc(C)cc1C(=O)c1cc(C#N)c(=O)n(C2CC2)c1
 : 9%, -2%, 6%, 10%, 2.0%, -4%, -11%
[20] O=C(NCCCN1CCOCC1)NC12CC3CC(CC(C3)C1)C2
 : 5%, -15%[38.3 µM], 5%[46.1 µM], -2%, -0.1%, -2%, -19%
[21] CC(=O)c1cccc(NC(=O)CCOc2ccccc2)c1
 : 10%, 25%[38.3 µM], -16%[46.1 µM], nt, -1.1%, 3%, -24%
[22] COc1ccc(OC)c(C(C)NC(=O)Nc2ccccc2)c1 (configuration not stated)
 : 3%, 0%, 5%, -4%, -0.4%, -4%, -16%
[23] CCn1c(NC(=O)C(C)C)c(-c2ccccc2)c(=O)c2ccccc21
 : 3%, nt, -14%, 4%, -0.2%, nt, -8%[9.22 µM]
[24] COc1cccc(NC(=O)c2cc(CN3C(=O)c4ccccc4C3=O)ccc2OC)c1
 : -4%, 5%, 4%, 9%, 1.0%, 0%, ?
[25] CC(C)(C)NC(=O)Cn1c(SCC(=O)Nc2nccs2)nc2ccccc21
 : 4%, -1%, -8%[46.1 µM], -7%, 1.0%, 1%, 9%
[26] C=CCN(CC=C)C(=O)CN1C(=O)c2ccccc2C1=O
 : -1%, -6%, 0%[46.1 µM], 4%, -1.1%, 3%, 3%
[27] CC1CC(C)(C)NC(=S)N1CCCC(=O)Nc1ccc(F)c(F)c1 (configuration not stated)
 : -10%, 2%, -5%, -14%, -1.3%, -3%, 11%
[28] COc1cc2nc(CN3CCC(Cc4ccccc4)CC3)[nH]c(=O)c2cc1OC
 : 28%, 0%, -6%, 20%, 14%, -1%, 1%
[29] CCCNC(=O)c1ccc2c(=O)c(O)c(C)[nH]c2c1
 : -2%, nt, 12%, nt, -0.4%, nt, 22%[9.22 µM]
[30] CCOC(=O)N1CCC(NC(=O)C2=CCN(S(=O)(=O)c3ccc(F)cc3)CC2)CC1
 : 16%, nt, 3%, nt, -1.0%, nt, -2%[9.22 µM]
[31] O=c1c2ccccc2n(CC(O)CN2CCCCC2)c2ccccc12 (configuration not stated)
 : 2%, nt, -52%, 7%, 4.5%, nt, -3%[9.22 µM]
[32] O=C(Nc1ccccc1SCC1CSc2nc3ccccc3c(=O)n21)c1ccccc1Cl (configuration not stated)
 : 3%, 15%, -13%[46.1 µM], 9%, 0.0%, 2%, -9%
[33] O=C(COC(=O)CCC(=O)c1cccs1)Nc1ccc(Cl)cn1
 : 0%, 7%, 1%, -11%, 1.1%, -18%, -4%
[34] COc1ccc(-n2cnnc2SC(C)c2nc3sc(C)c(C)c3c(=O)[nH]2)cc1 (configuration not stated)
 : -8%, 0%[38.3 µM], 3%[7.67 µM], 1%, -0.6%, 1%, 27%
[35] CSc1nc2ccc(NC(=O)C3=NNC(=O)CC3)cc2s1
 : -11%, 12%, -27%, -11%, -1.3%, -1%, 9%
[36] COc1cc(CNCc2cccnc2)ccc1OCC(=O)NC1CCCCC1
 : 12%, 3%, 28%, nt, -0.1%, 4%, -6%
[37] O=C(O)c1ccccc1NSc1ccccc1[N+](=O)[O-]
 : -26%, 2%, -9%, -12%, 1.1%, -1%, 3%
[38] CCOc1ccc(-c2csc(/C(C#N)=C\c3ccc(O)c([N+](=O)[O-])c3)n2)cc1
 : 15%, 6%, -34%, ?, -4.0%, -2%, 7.9µM*
[39] N[C@@H](Cn1cc(F)c(=O)[nH]c1=O)C(=O)O
 : 22%[21.7 µM], 6%, nt, nt, -0.1%, 4%, nt
[40] S=C1NC2(CCCC2)Nc2ccccc21
 : -7%, -26%, -25%, 1%, 1.5%, -1%, 6%
[41] CCOc1cc(/C=N/O)ccc1OCc1ccc(C)cc1
 : 8%, 10%, 4%, -7%, 0.0%, -2%, 12%
[42] Cc1ccccc1OCC(=O)N/N=C1\SCC(=O)N1Cc1ccccc1
 : -2%, 14%, 11%, -14%, 1.0%, -4%, -18%
[43] O=C(c1ccc(Cl)cc1)c1oc2ccccc2c1CS(=O)(=O)c1ccccc1
 : -7%, -16%[38.3 µM], ?, 4%, -1.8%, -1%, 7%
[44] CC[C@@]1(O)C(=O)OCc2c1cc1n(c2=O)Cc2cc3c(N)cccc3nc2-1
 : -2%, nt, -28%, nt, -0.2%, nt, -45%[9.22 µM]
[45] CCOc1ccc(OCc2ccc(C(=O)N3N=C(C(F)F)CC3(O)C(F)F)o2)cc1 (configuration not stated)
 : 8%, 34%[38.3 µM], -23%[46.1 µM], nt, 0.0%, -6%, -5%
[46] Cn1c(=O)c(Cc2ccccc2)c(O)c2ccccc21
 : 1%, 0%[38.3 µM], 3%[46.1 µM], nt, 4.7%, -5%, -2%

An excerpt; count on the stated rates, not on these rows.
